M4 antag = CHRM4 antagonism in calcium assay; CHO-hM4 cells, ACh EC80, Fluo-8 calcium fluorescence; inhibition, % at 3 µM; 0.73% of 360,000 active; AID 624125;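 active = inhibition above its plate's cutoff, the mean inhibition of sample wells plus 3 SD, cut at about 27% in these data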;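 also: 0% = acetylcholine EC80 with DMSO and 100% = DMSO without agonist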
Target sequence (P08173 whole entry, looked up): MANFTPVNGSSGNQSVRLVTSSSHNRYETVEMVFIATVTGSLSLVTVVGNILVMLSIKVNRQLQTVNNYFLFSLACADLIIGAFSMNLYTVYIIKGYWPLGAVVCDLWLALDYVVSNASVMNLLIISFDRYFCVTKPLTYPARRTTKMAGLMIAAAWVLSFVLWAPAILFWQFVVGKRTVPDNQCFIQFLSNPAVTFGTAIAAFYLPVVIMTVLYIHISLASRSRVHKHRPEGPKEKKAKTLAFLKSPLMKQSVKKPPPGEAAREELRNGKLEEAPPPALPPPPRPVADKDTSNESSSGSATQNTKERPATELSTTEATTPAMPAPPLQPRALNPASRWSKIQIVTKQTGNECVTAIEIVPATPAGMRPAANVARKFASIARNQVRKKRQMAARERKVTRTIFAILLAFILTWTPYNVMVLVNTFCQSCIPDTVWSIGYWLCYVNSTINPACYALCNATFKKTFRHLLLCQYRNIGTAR
CHRM5 agonist = CHRM5 agonism in calcium assay. P08912. CHO-K1 hM5 cells, Fluo-8 calcium fluorescence; 0% DMSO wells, 100% maximal acetylcholine response. activation, % at 3 µM. 0.19% of 360,000 active. AID 624037;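 active = activation above the run's mean over test compounds plus 3 SD, cut at about 23% in these data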;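 also: signal is peak over basal fluorescence ratio across the kinetic read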
CHRM1 PAM = human CHRM1 positive allosteric modulation; P11229; CHO-K1 hM1, Fluo-8 calcium fluorescence, ACh EC20; 0% = ACh EC20, 100% = maximal ACh; activation, % at 3 µM; 0.088% of 360,000 active; AID 588819; in the data active = activation above about 19%, passing the limit was not always enough
Target sequence (P11229 whole entry, looked up): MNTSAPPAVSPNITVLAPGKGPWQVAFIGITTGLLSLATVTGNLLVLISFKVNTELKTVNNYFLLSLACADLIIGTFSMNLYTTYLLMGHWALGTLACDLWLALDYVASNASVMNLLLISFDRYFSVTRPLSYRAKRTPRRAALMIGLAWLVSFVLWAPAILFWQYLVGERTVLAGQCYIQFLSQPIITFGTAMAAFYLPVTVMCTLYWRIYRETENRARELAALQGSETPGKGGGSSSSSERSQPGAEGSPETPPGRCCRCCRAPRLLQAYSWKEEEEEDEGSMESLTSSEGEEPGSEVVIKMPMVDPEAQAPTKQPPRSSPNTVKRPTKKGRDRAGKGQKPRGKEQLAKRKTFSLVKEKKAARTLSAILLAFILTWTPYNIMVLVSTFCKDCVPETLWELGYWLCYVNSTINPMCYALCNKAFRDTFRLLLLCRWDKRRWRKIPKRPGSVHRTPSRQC
M4 ag = agonists of human muscarinic M4 receptor (CHRM4). P08173. CHO-K1 hM4/Gqi5, Fluo-8 calcium fluorescence; vehicle 0%, full acetylcholine response 100%. activation, % at 3 µM. 0.14% of 360,000 active. AID 624127;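 active = activation above the run mean over all test wells plus 3 SD, cut at about 32% in these data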;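 also: peak over basal fluorescence ratio per well then scaled between controls; 0% = DMSO wells and 100% = acetylcholine at EC100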
M5 PAM = positive allosteric modulators of human muscarinic M5 receptor | P08912 | CHO-K1 hM5, Fluo-8 calcium, ACh EC20 PAM; 0% = ACh EC20, 100% = ACh EC100 | activation, % at 3 µM | 0.3% of 360,000 active | AID 624038;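 active = activation above the run cutoff, the mean activation of all test compounds plus 3 SD, cut at about 18% in these data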
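system = human M5 receptor in CHO-K1 cells | reagent = EC20 acetylcholine as agonist stimulus | compound dosing = single-point, 3 µM nominal | incubation = Fluo-8 loading 80 min at 37 °C plus 30 min room temperature | detection = Fluo-8 calcium dye fluorescence, kinetic read | benchmarks = low control EC20 acetylcholine (0%), high control EC100 acetylcholine (100%)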
CRFBP-R2 agonist = CRF-BP/CRF-R2 complex agonism; 0.46% of 350,000 active; activation, % at 13.2 µM; HEK293 CRF-R2/CRF-BP, calcium dye fluorescence (FLIPR); percent of saturating CRF peptide response;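 active = activation of at least 50%, plus an integration ratio under a set limit after plate pattern correction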;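 also: plate controls were neutral control wells without compound for no effect and CRF at EC100 for full effect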
CHRM1 antagonist = blocks human M1 muscarinic receptor; inhibition, % at 3 µM; P11229; CHO-K1 hM1, Fluo-8 calcium fluorescence, ACh EC80 antagonist; 1.3% of 360,000 active;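 active = percent inhibition above its own plate's cutoff, namely the mean of that plate's compound wells plus 3 SD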;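 also: peak over basal fluorescence ratio during 140 s after agonist addition; 0% = ACh EC80 plus DMSO and 100% = DMSO alone without agonist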
M4 PAM = CHRM4 positive allosteric modulation | P08173 | CHO-K1 hM4/Gqi5, Fluo-8 calcium fluorescence, ACh EC20; 0% = ACh EC20, 100% = maximal ACh | activation, % at 3 µM | 0.4% of 360,000 active | AID 624126;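 active = activation above its plate's cutoff, the mean activation of sample wells plus 3 SD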; also: some results filed as inactive read as strong as hits
CHRM5 antagonist = antagonists of human muscarinic M5 receptor (CHRM5); inhibition, % at 3 µM; P08912; CHO-hM5 cells, Fluo-8 calcium fluorescence, ACh EC80; 0.59% of 360,000 active;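 active = inhibition above a per-plate cutoff, the mean of that plate's test compounds plus 3 SD, cut at about 27% in these data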;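 also: 0% = acetylcholine EC80 with DMSO and 100% = DMSO without agonist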
An asterisk follows results filed as active; / = no result given.

Structure,M4 antag,CHRM5 agonist,CHRM1 PAM,M4 ag,M5 PAM,CRFBP-R2 agonist,CHRM1 antagonist,M4 PAM,CHRM5 antagonist
Cc1cccc(C(=O)N(C)c2nnc(-c3ccncc3)s2)c1,4.2,-1.6,3.1,0.4,-1.4,5.5,-16.2,-2.9,5.3
Cc1ccc(NC(=S)Nc2cccc(S(=O)(=O)Nc3c(C)n(C)n(-c4ccccc4)c3=O)c2)cc1,13.9,-0.9,3.0,0.6,-5.8,-1.7,-4.2,-5.0,9.4
Cc1cccc(N2CCN(C(=O)c3noc4c3COc3ccc(C)cc3-4)CC2C)c1 (stereo not drawn),3.5,3.4,-6.8,0.9,-0.7,1.1,13.6,0.4,4.9
Cc1c(C(=O)NCc2ccc3c(c2)OCO3)sc2nc(-c3ccccc3)cn12,-22.2,-1.3,-6.4,1.9,-3.9,1.5,4.9,7.0,-0.4
COc1cccc(N2CC(=O)Nc3c(oc4nc(-c5ccccc5)cc(C)c34)C2=O)c1,3.0,-1.7,5.2,1.4,-1.9,-4.4,1.2,5.9,10.1
Cc1ccccc1COc1cccc(/C=N/NC(=O)c2nnn(-c3nonc3N)c2C)c1,5.4,-0.8,7.5,1.9,0.4,3.2,-11.5,-9.3,2.3
O=[N+]([O-])c1c(Nc2ccccn2)cc(Cl)c2nonc12,10.7,5.9,12.2,1.8,1.7,-2.3,3.4,4.8,15.5
CC(C)CC(CC(C)C)=NNC(=O)c1ccc(CSc2nncn2C)cc1,3.1,-1.7,6.8,4.2,0.6,-2.7,-1.4,-1.3,14.9
CCC(=O)Nc1cccc(-c2nnc(SCC(=O)NCc3ccco3)n2C)c1,-10.0,4.0,5.4,0.9,4.0,-0.9,-3.7,9.3,-9.9
Nc1nnc(SCC(=O)Nc2ccccc2)s1,7.7,-1.2,3.6,0.1,0.0,-0.3,-6.9,-4.6,2.0
CCC(C)NC(=O)CNC(=S)N(Cc1ccc(F)cc1)C1CCCCC1 (stereo not drawn),-3.4,5.0,6.7,0.0,12.3,0.6,-6.7,0.7,-1.8
[N-]=[N+]=CC(=O)CC(c1ccccc1)N1C(=O)c2ccccc2C1=O (stereo not drawn),5.9,-1.1,6.3,0.4,-0.3,-0.7,-16.4,-1.2,-2.1
CC(=O)N1CCN(Cc2nc3cc(NC(=O)c4ccccc4)ccc3n2C)CC1,-3.3,-2.3,-5.1,0.8,0.2,-0.1,-5.2,5.5,5.7
CCOC(=O)N1CCN(c2cc(=O)n(-c3ccc(OCC)cc3)c(=O)[nH]2)CC1,4.5,2.5,-1.8,0.2,1.5,-1.6,2.4,-2.9,0.8
COc1ccc(-n2c(-c3ccc(C(C)(C)C)cc3)n[nH]c2=S)c(OC)c1,-10.8,-1.6,4.8,-1.7,1.8,-2.8,-13.0,-1.8,-2.6

Structures from the list above containing two or more sulfur atoms, in the order listed:
Structure,M4 antag,CHRM5 agonist,CHRM1 PAM,M4 ag,M5 PAM,CRFBP-R2 agonist,CHRM1 antagonist,M4 PAM,CHRM5 antagonist
Cc1ccc(NC(=S)Nc2cccc(S(=O)(=O)Nc3c(C)n(C)n(-c4ccccc4)c3=O)c2)cc1,13.9,-0.9,3.0,0.6,-5.8,-1.7,-4.2,-5.0,9.4
Nc1nnc(SCC(=O)Nc2ccccc2)s1,7.7,-1.2,3.6,0.1,0.0,-0.3,-6.9,-4.6,2.0

The main list resumes with the two entries that preceded the break.
Structure,M4 antag,CHRM5 agonist,CHRM1 PAM,M4 ag,M5 PAM,CRFBP-R2 agonist,CHRM1 antagonist,M4 PAM,CHRM5 antagonist
CCOC(=O)N1CCN(c2cc(=O)n(-c3ccc(OCC)cc3)c(=O)[nH]2)CC1,4.5,2.5,-1.8,0.2,1.5,-1.6,2.4,-2.9,0.8
COc1ccc(-n2c(-c3ccc(C(C)(C)C)cc3)n[nH]c2=S)c(OC)c1,-10.8,-1.6,4.8,-1.7,1.8,-2.8,-13.0,-1.8,-2.6
CCNc1ccc(C(=O)OCC(=O)c2cc(C)n(Cc3ccc4c(c3)OCO4)c2C)cc1[N+](=O)[O-],-10.6,-3.0,1.2,1.2,0.4,1.6,-5.4,0.8,1.8
CC1(C)Cc2nc3sc4c(=O)n(CC(=O)NCc5ccccc5)cnc4c3cc2CO1,11.4,-0.8,8.2,-0.4,-3.0,-0.8,-3.6,9.6,8.2
CCNC(=S)Nc1ccc(N2CCCCC2)cc1,4.7,1.1,1.6,0.7,0.6,-0.9,-2.1,-2.0,12.2
COc1cc(C(=O)OCC(=O)NC23CC4CC(CC(C4)C2)C3)cc(OC)c1OC,-12.8,4.5,2.5,3.0,2.4,-2.0,-2.4,1.6,-2.9
COC(=O)C(NC(=O)c1ccc(F)cc1)(Nc1ncc(S(=O)(=O)c2ccc([N+](=O)[O-])cc2)s1)C(F)(F)F (stereo not drawn),1.5,5.6,-9.7,8.2,-21.6,-5.3,16.8,-10.9,8.5
CC1CCCC(C)N1C(=O)COC(=O)C1CCN(S(=O)(=O)c2c(Cl)cccc2Cl)CC1 (stereo not drawn),2.6,-5.1,-11.1,13.0,-10.8,-0.3,10.9,-7.5,3.9
CC(=O)Nc1ccc(-c2csc(NC(C)c3ccccc3)n2)cc1 (stereo not drawn),-8.7,4.1,1.6,5.3,0.2,1.2,-5.7,-3.8,6.2
Cc1noc(C)c1C(=O)Nc1ccccn1,-12.0,-1.8,3.1,0.5,-2.2,-2.7,-6.7,10.3,6.4
O=C(CSc1nc2ccccc2[nH]1)c1ccc2c(c1)OCO2,-5.8,-0.3,1.3,4.3,-4.9,-0.9,2.3,0.5,4.1
CCO/C=C1/C(=O)N(c2ccc(OC)cc2)C(=O)c2ccccc21,-3.9,-0.5,-4.2,1.3,1.4,3.5,19.1,3.3,4.0
COc1ccc(CN2C=C3C(=O)C(C)(OC(=O)C4CCCC4)C(=O)C=C3C=C2c2ccsc2)cc1 (stereo not drawn),-0.7,0.2,1.9,2.9,5.6,0.1,2.9,5.8,16.8
Cc1ccc(N=Cc2c(O)[nH]c3ccccc23)c([N+](=O)[O-])c1,-0.5,1.6,-3.3,2.5,-9.2,-0.9,-1.9,0.6,-0.2
Cc1cccc(-c2nnn(C/C(N)=N/O)n2)c1,6.0,-8.7,5.5,0.7,-2.1,-1.7,-3.9,2.9,6.5
O=C(CCNC(=O)c1ccc(Cl)cc1)NCc1ccco1,-1.0,1.6,-0.5,-0.2,-3.3,-2.2,2.0,0.9,16.4
COC(=O)c1ccc(C2=NOC(C)(c3nnc(Cc4ccccc4)o3)C2)cc1 (stereo not drawn),-3.2,-0.3,-10.7,3.5,-0.5,0.2,18.2,-1.2,10.4
CC(=O)NNc1cc(=O)c2c(=O)n(C)c(=O)n(C)c2[nH]1,0.0,0.2,-1.5,0.2,-3.9,-0.2,11.1,-1.4,-3.3
c1ccc2c(C[C@@H]3CNCCN3CCCCC3CCCCC3)cccc2c1,-2.6,2.8,7.4,1.8,6.8,0.8,-4.1,3.0,4.1
O=S(=O)(c1cccc2nonc12)N1CCCCC1,-2.4,-6.6,5.2,0.9,1.9,-4.7,-1.5,1.9,0.5
COc1ccc(-c2cn(CCN)c(-c3ccncc3)n2)cc1,-21.0,-1.6,6.9,2.6,2.7,-2.1,-8.9,11.0,-8.6
CS(=O)(=O)N1CC(C(=O)NN)Oc2ccc(Cl)cc21 (stereo not drawn),12.5,2.4,-1.2,3.1,-7.8,0.5,1.2,-8.4,8.2
O=C(Cn1c(=O)oc2ccccc21)Nc1ccccc1Cl,-6.0,5.5,3.7,3.0,-0.5,0.2,-8.4,-0.3,-3.0
CCOc1nc2cnccc2n(CC(=O)Nc2ccc(C)c(C)c2)c1=O,-1.9,1.3,1.2,0.1,1.5,0.7,0.2,13.7,-9.1
c1ccc2c(c1)CSc1ccccc1N2,11.8,-8.9,2.2,-1.4,3.9,1.3,-14.8,-0.8,9.0
COc1ccc(CC(=O)N[C@@H]2c3cc(OC)c(OC)cc3C[C@H]2OCc2ccccc2)cc1,-10.7,1.1,-8.8,14.8,-5.1,-4.9,6.2,-10.7,3.7
Cc1ccc(SCCC(=O)OCC(=O)Nc2ccc(C(N)=O)cc2)cc1,-0.5,2.8,-2.0,6.2,-1.7,-1.0,5.0,-1.4,-0.2
O=C(CSCc1ccc(C(=O)O)cc1)Nc1ccc2ccccc2c1,34.1*,3.4,2.8,1.5,-4.7,-0.9,-1.5,12.8,1.8
Cc1cc(C)n(-c2cccc(F)n2)n1,3.5,3.7,9.8,0.1,19.1*,-2.9,3.0,1.0,-0.5
CC1=C(C(=O)N2CCOCC2)C(c2ccccc2F)C2=C(CCCC2=O)N1 (stereo not drawn),6.5,2.1,-5.1,-0.1,1.6,-0.6,7.2,-12.1,-1.5
Cc1ccsc1/C=N/Nc1ncc(Cl)cc1Cl,-9.5,-4.2,-3.4,-1.0,3.6,-1.3,-10.1,7.2,4.3
O=C(NCc1ccco1)c1ccc2sc([C@@H]3O[C@H](CO)[C@H](O)[C@H](O)[C@H]3O)nc2c1,-3.6,-0.8,0.3,1.4,7.6,/,-11.2,-1.5,-1.1
Cc1cccc(NC(=O)CNC(=O)C23CC4CC(CC(Cl)(C4)C2)C3)n1,-18.7,-0.7,10.9,1.8,7.1,-1.0,-5.0,13.9,-10.0
COc1ccc(CNC(=O)c2cc(S(=O)(=O)N3CCCCC3)ccc2Cl)cc1OC,-15.6,8.6,-9.3,14.8,-21.6,-1.3,6.8,-2.9,0.3
COc1ccc(C(=O)/C=C2\Sc3ccccc3N2C)cc1,-1.8,-3.8,11.5,1.2,5.9,0.2,-7.6,5.3,0.6
CN(C)S(=O)(=O)c1ccc(Cl)c(NC(=O)CSc2nc3c(cc2C#N)C(=O)CCC3)c1,11.7,-1.0,-7.9,-0.1,-3.7,1.2,14.7,-4.0,-0.1

Hits appear at their usual frequency. About 2.8% of those tested had a hit in this group.
